LMP1 NFkB inh – Epstein-Barr LMP1 NF-kappaB reporter inhibition. LMP1-induced NF-kappaB luciferase reporter cells, luminescence. inhibition, % at 12.5 µM. 350,000 tested, 0.69% active. AID 504558; in the data active = inhibition above about 41%;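 note: 0% = neutral control wells and 100% = reference inhibitor control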
NCOA2 inhibitor – inhibits human steroid receptor coactivator 2; inhibition, % at 9 µM; 370,000 tested, 0.17% active; HEK293 GAL4-SRC2 luciferase reporter, luminescence; Q15596;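 active = inhibition above the mean inhibition of all tested compounds plus 3 SD, set per campaign, cut at about 52% in these data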;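 note: 0% = DMSO treated cells and 100% = cells given Gossypol at 36 µM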
SRC3 inh – human NCOA3 inhibition; HEK293 GAL4-SRC3 luciferase reporter, luminescence; 360,000 tested, 0.17% active; Q9Y6Q9; AID 588352; inhibition, % at 3.6 µM;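 active = inhibition above a per-campaign cutoff, the mean of all compounds plus 3 SD, cut at about 60% in these data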;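 note: 0% = DMSO-treated cells and 100% = gossypol-treated cells at 36 µM; higher means less SRC3-driven luciferase light from the GAL4 reporter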
COUP-TFII inh – NR2F2 (human) inhibition, primary screen | HEK293T NGFI-A luciferase reporter, luminescence | 370,000 tested, 0.7% active | inhibition, % at 8.6 µM | AID 686940 | P24468;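 active = inhibition above a per-plate cutoff, mean inhibition of test wells between control levels plus 3 SD, cut at about 38% in these data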;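 note: cells cotransfected with COUP-TFII expression vector driving the NGFI-A reporter; 0% = median of COUP-TF2 test wells and 100% = reporter-only cells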
TLR9-MyD88 block – inhibitors of human TLR9-MyD88 binding; inhibition, % at 4.98 µM; 340,000 tested, 0.21% active; Q9NR96+Q99836; CHO BLA complementation TLR9-MyD88, CCF4 FRET ratio; AID 504734;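 active = inhibition above the mean over all tested compounds plus 3 SD, cut at about 21% in these data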;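 note: 0% = DMSO only wells and 100% = clavulanate BLA inhibitor control wells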
TRAIL sens C8 – caspase-8 TRAIL sensitization. inhibition (viability loss, TRAIL sensitization), % at 10 µM. 360,000 tested, 1% active. NB7+C8 cells + TRAIL, ATPlite viability luminescence;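 active = compounds causing at least 50% loss of cell viability in the single-dose screen, relative to plate controls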
NR5A2 inv ag – NR5A2 inverse agonism in reporter assay; AID 602396; O00482; 360,000 tested, 0.13% active; inhibition, % at 3.6 µM; HEK293T StAR-luciferase reporter, LRH-1 transfected, 24 h;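 active = inhibition above the mean inhibition of all tested compounds plus 3 SD, cut at about 73% in these data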;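 note: 0% = DMSO wells and 100% = reporter-only cells lacking LRH-1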
Target sequence (O00482 whole entry, looked up): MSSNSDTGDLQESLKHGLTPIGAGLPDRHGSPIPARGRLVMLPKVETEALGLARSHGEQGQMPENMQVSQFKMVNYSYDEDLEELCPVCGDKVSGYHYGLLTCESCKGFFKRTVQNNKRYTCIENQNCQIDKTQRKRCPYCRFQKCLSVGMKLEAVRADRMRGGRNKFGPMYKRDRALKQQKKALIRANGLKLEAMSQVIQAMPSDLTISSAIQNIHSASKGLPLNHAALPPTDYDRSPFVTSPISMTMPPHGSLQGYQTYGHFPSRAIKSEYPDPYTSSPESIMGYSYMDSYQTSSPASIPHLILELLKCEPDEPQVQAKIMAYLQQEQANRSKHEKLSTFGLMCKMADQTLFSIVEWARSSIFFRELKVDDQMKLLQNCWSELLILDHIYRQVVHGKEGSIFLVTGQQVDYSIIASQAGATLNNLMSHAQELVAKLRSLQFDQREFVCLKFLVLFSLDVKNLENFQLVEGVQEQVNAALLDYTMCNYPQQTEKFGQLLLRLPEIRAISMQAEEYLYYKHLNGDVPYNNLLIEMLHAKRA
TROY signal inh – blocks TROY-dependent signaling in reporter cells; 360,000 tested, 0.98% active; inhibition, % at 10 µM; Q293 LMP1-TROYcd NF-kB luciferase reporter, 4 h; AID 1347056;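 active = compounds whose plate-normalised and pattern-corrected inhibition of the luciferase reporter signal at the single screening dose is 50% or more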
NCOA1 inh – human NCOA1 inhibition; Q15788; HEK293 GAL4-SRC1 luciferase reporter, luminescence; inhibition, % at 3.6 µM; 360,000 tested, 0.12% active; AID 588354;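 active = inhibition above the campaign mean plus 3 SD, with each screening campaign given its own cutoff, cut at about 60% in these data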;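 note: 0% = DMSO treated cells and 100% = gossypol at 36 µM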
NOD2-RIPK2 inh – blocks binding of human NOD2 to RIPK2; O43353; CHO BLA complementation NOD2-RIPK2, CCF4 ratio; inhibition, % at 4.98 µM; 360,000 tested, 0.38% active; AID 624267; in the data active = inhibition above about 21%;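 note: 0% = vehicle only and 100% = reference blocker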
Target sequence (O43353 whole entry, looked up): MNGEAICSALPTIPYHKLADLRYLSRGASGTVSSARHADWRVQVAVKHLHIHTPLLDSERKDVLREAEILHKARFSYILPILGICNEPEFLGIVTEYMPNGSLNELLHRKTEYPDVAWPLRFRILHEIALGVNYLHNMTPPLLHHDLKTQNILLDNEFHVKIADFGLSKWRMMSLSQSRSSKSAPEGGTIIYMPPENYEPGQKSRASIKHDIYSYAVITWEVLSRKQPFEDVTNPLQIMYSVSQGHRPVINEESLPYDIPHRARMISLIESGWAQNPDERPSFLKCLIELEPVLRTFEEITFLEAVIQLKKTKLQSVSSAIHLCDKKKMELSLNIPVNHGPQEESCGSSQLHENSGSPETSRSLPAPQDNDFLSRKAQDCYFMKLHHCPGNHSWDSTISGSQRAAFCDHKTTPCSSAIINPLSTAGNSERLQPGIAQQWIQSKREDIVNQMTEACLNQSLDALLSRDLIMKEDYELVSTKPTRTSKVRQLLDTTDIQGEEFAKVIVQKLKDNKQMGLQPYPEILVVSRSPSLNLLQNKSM
Vif inh – inhibitors of HIV Vif | HEK293T cells, Vif self-association by quenched fluorescence, imaging, 24 h | inhibition, % at 7.49 µM | 340,000 tested, 0.35% active | AID 602346; in the data active = inhibition above about 50%, passing the limit was not always enough; note: some results filed as inactive read as strong as hits
An asterisk follows results filed as active; . = not tested or not shown; & = joins results of further samples.

SMILES	LMP1 NFkB inh	NCOA2 inhibitor	SRC3 inh	COUP-TFII inh	TLR9-MyD88 block	TRAIL sens C8	NR5A2 inv ag	TROY signal inh	NCOA1 inh	NOD2-RIPK2 inh	Vif inh
CCCC(=O)Nc1nc(-c2ccc3c(c2)OCCO3)cs1	-46	-106	-96	-19	-4	4	-153	-17	-92	-4	-15
CCN(CC)S(=O)(=O)c1ccc(C(=O)NCC2CCCCC2)cc1	-1	-14	-15	4	0	9	11	-11	-28	3	22
O=C(O)c1ccc(N2C(=O)CCCC2=O)cc1	-2	20	12	-5	-3	16	-5	1	-5	8	-1
COc1ccc(C(=O)NC(C)c2nc3ccccc3[nH]2)cc1OC (centres undefined)	-2	-17	-10	16	-2	-31	-9	16	-9	-15	6
O=C(COn1nnc2ccc(C(F)(F)F)cc21)Nc1c(Cl)cccc1Cl	-5	14	20	21	-1	3	-7	-1	5	2	-2
Cc1cccc(/C(N)=N/OC(=O)COc2ccc(Cl)c(C)c2)c1	4	-14	6	4	4	-2	14	-41	-9	0	9
Cc1ccc(NC(=O)Cn2cc(C(F)(F)F)cc(Cl)c2=O)cc1Cl	-5	17	21	11	2	-4	1	-11	16	-3	-3
Cc1c(NS(C)(=O)=O)cccc1-c1nc2cccnc2s1	-27	2	-37	-5	7	28	-71	-37	-19	-12	-1
OCCNC(=S)Nc1ccc2c(c1)OCCO2	-2	-16	12	3	-4	-11	-1	22	-11	-2	-1
COc1cccc(NC(=O)C2CCCO2)c1 (centres undefined)	-1	14	-31	-32	3	3	-5	1	-5	-6	-2
COc1cccc(NC(=O)CN2C(=O)C(=O)N(C3CCCC3)C2=O)c1	-2	-13	-11	-12	3	-24	-11	1	-28	5	1
CCOc1c(Cl)cc(/C=C/C(=O)N(CC)CC(=O)Nc2ccc(NC(C)=O)cc2)cc1OC	6	-10	-3	-11	4	9	0	-25	-3	-3	-8
CC(C)CNC(=O)CN1C(=O)NC(Cc2c[nH]c3ccccc23)C1=O (centres undefined)	-5	-7	3	-13	3	-4	0	-15	5	-1	1
CCCCOc1cc(C(=O)NCCN(CC)CC)c2ccccc2n1	-7&6	-8&-18	5&-12	8&-1	2&-4	16&2	8&-2	-4&2	-6&1	-7&-8	-4&-4
Cc1ccc(-n2cc(CNC(C)c3cnn(C)c3C)c(-c3ccc(F)cc3)n2)cc1 (centres undefined)	5	-25	22	2	-7	6	2	-5	7	1	-13
CCS(=O)(=O)n1nc(-c2ccccc2)nc1NCc1ccco1	2	-4	-37	-11	6	-13	-14	-31	-11	-5	-6
Cn1ncc(N2CCN(S(=O)(=O)c3ccc(Br)cc3)CC2)c(Cl)c1=O	-8	-21	12	4	3	-9	-5	-16	-26	4	-5
COc1ccc(N2CCN(CCCn3cnc4c(OC)ncnc43)CC2)cc1	3	18	0	14	7	9	-6	-9	-29	-12	0
CCOC(=O)C1=C(CC)Nc2ccccc2N/C1=N\S(=O)(=O)c1ccccc1F	1	-3	8	4	0	4	-5	1	-2	2	29
O=C(CCCOc1ccccc1)N1CCN(S(=O)(=O)c2ccc(Cl)cc2)CC1	0	-16	-9	11	-3	11	-6	8	-10	-18	-3
O=C(Nc1cccc(Cl)c1N1CCOCC1)c1ccc(Br)o1	8	-15	-12	-19	-1	12	14	-10	-9	12	-11
Cc1cccc2c(=O)c(-c3ccc(Cl)cc3)c(NC(=O)c3ccco3)oc12	-10	-13	20	23	-7	2	10	23	3	-7	-4
CSc1ccc(C(=O)C2CCCN(C(=O)CN3CCOC3=O)C2)cc1 (centres undefined)	4	-23	9	-26	-12	-15	3	-10	-2	-7	-5
Cc1ccc(S(=O)(=O)NC(=O)NN2CCCCCC2)cc1	1	0	-6	10	7	-7	11	13	-4	-1	-1
CCOc1ccc(N=C(NC#N)SCC(=O)NC2CC2)cc1	2	-7	5	-10	4	-13	-22	-11	-14	9	-7
NC(=O)C1CCN(C(=O)CNC(=O)c2ccc(F)cc2)CC1	-3	-7	-14	-6	1	1	-1	2	4	-4	2
COc1cccc(-n2c(CN3CCN(c4ccc(C)cc4)C(C)C3)nc3ccc([N+](=O)[O-])cc3c2=O)c1 (centres undefined)	-6	10	5	-6	-12	1	23	3	-15	-8	-11
O=C(OCC(=O)N1CCCc2ccccc21)c1ccccc1OC(F)F	7	-10	-6	-13	0	6	10	-26	-9	0	9
COc1cc(OC)cc(C(=O)NCCS(=O)(=O)N2CCN(Cc3ccccc3)CC2)c1	-3	9	12	5	1	-3	-6	3	11	0	0
COc1ccc(NC(C)=O)cc1NC(=O)c1c(C)noc1C	0	0	8	-10	8	-1	-19	-14	-12	-3	-12
COc1ccc(OC)c(C2/C(=C(\O)c3ccc(OC)c(Cl)c3)C(=O)C(=O)N2CCN(C)C)c1 (centres undefined)	-2	-2	3	17	7	-5	-1	3	-6	-23	.
Cc1c(NC(=O)C(C)Sc2ccccc2)c(=O)n(-c2ccccc2)n1C (centres undefined)	12	2	13	-5	-7	-8	7	1	-7	-3	-6
O=C(Nc1ccc(Nc2ccncc2)cc1)c1ccc([N+](=O)[O-])cc1	17	21	4	12	2	-5	-8	10	2	-4	.
CCCCc1ccc(N/C(N)=N/c2nc(C)cc(C)n2)cc1	.	37	32	49*	.	34	16	42	10	-8	-10
COc1ccc(-n2nc(C(=O)NCC(=O)NCC3COc4ccccc4O3)c3ccccc3c2=O)cc1OC (centres undefined)	2	5	37	-12	-1	-10	12	-22	18	-3	-11
CCOc1ccccc1N1CCN(C(=O)C2=CC=CN3CCS(=O)(=O)N=C23)CC1	3	-14	-4	-1	6	0	-3	-1	-17	3	5
O=C(/C=C/c1ccc(OCCCF)cc1)N1CCN(Cc2ccccc2)CC1	5	-4	-5	-5	-5	-1	34	19	-3	2	-7
O=C(CSCc1cccc(Cl)c1)N/N=C/c1ccc(OCC(=O)N2CCCCC2)cc1	6	0	12	16	4	10	34	39	6	-6	-2
CC1(CSc2ccccc2)CC(=O)N1 (centres undefined)	3	-22	-22	-32	10	-19	22	-5	0	16	27
O=C1[C@@H]2C(c3cccnc3)=NO[C@@H]2C(=O)N1c1ccc(Cl)cc1Cl	1	-11	-19	3	2	-19	9	-12	-4	7	8
COC(=O)c1ccc(NS(=O)(=O)c2ccc3[nH]c(=O)oc3c2)cc1	-8	-2	-24	-11	0	7	4	10	0	-5	20
O=C(NCC1CCCO1)C(=O)N/N=C/c1ccc(O)c(Cl)c1 (centres undefined)	-11	0	3	-2	4	-10	0	6	2	4	15
CC(C)C(=O)Nc1cccc(-c2nc3ncccc3o2)c1	-1	-2	7	-8	-2	4	0	3	0	-8	-1
COc1ccc(CCNC(=O)CSc2nc3cc(Cl)ccc3o2)cc1OC	13	10	2	6	1	-22	12	4	-17	-13	-4
COc1ccc(N2CCN(C(=O)C(=O)c3cn(CC(=O)N4CCCCCC4)c4ccccc34)CC2)cc1	4	-3	12	8	6	7	11	13	3	-7	-17
Cc1cccc(NC(=O)C2C3C=CC(O3)C2C(=O)O)c1C (centres undefined)	1	-2	13	-6	-2	2	-6	5	11	2	7
CCc1c(C)sc(NC(=O)c2cc(C3CC3)on2)c1C#N	-5	-31	-40	-23	-1	9	4	-48	-3	-13	1
CCOc1ccccc1N(CC(=O)NCCc1ccccc1)C(=O)CCC(=O)Nc1ccccn1	-26	-29	-2	4	12	-12	7	6	-4	10	6
CCCc1cc(=O)oc2cc(C)cc(OC(C)C(=O)NCc3ccccn3)c12 (centres undefined)	-6	7	-12	-11	-6	27	1	-9	1	-5	-2
CN1CCCCCC1=Nc1ccc([N+](=O)[O-])cc1	9	-1	16	11	3	-8	9	-6	-12	-4	-2
The results go on.
SMILES	LMP1 NFkB inh	NCOA2 inhibitor	SRC3 inh	COUP-TFII inh	TLR9-MyD88 block	TRAIL sens C8	NR5A2 inv ag	TROY signal inh	NCOA1 inh	NOD2-RIPK2 inh	Vif inh
C=CCc1c(C)nc(-c2ccccc2)nc1N/N=C/c1ccncc1	-21	-11	-3	-37	-5	20	-9	-18	5	1	-9
COCCCn1cn[nH]c1=S	-13	-50	7	15	-7	-2	-5	-2	-4	-8	-5
COC(=O)[C@]12CCCCC=C1N(CCc1ccc(OC)c(OC)c1)C(=O)[C@H](CC(=O)NCc1ccc(C)o1)C2	.	-4	.	1	.	-10	-20	.	.	2	.
Nc1ccc(OCC(O)C[n+]2ccc(CCS(=O)(=O)[O-])cc2)cc1 (centres undefined)	1	-19	19	10	3	-9	-11	-3	-27	-1	-5
O=C(CSc1nncs1)NNC(=O)c1ccccc1Br	3	-12	12	4	-2	-24	0	6	2	-7	17
COc1ccc(N2CC(C(=O)Nc3ccc([N+](=O)[O-])cc3Br)CC2=O)cc1 (centres undefined)	2	-13	-1	4	1	4	11	1	12	0	2
CCOC(=O)CNC(=O)CSc1nc2sc(C)c(C)c2c(=O)n1C	0	-4	15	-7	-6	-5	16	10	-2	1	-4
N#Cc1ccc(N2CCCC2C(=O)O)c([N+](=O)[O-])c1 (centres undefined)	-6	6	7	4	1	-9	13	-16	-1	-3	6
Cc1cccc(C)c1NC(=O)c1ccc2c(c1)CCN2S(C)(=O)=O	-1	6	-1	7	-3	-9	-16	8	-3	8	.
CCOC(=O)c1c(NC(=O)C(=O)N/N=C/c2ccc(OCC)cc2)sc2c1CCCCC2	0	11	14	25	7	-1	-12	-7	-3	-11	-10
O=S(Cc1ccc(Br)cc1)Cc1nnc(SCc2ccc(Cl)cc2)n1-c1ccccc1 (centres undefined)	13	10	27	45*	-1	8	33	31	14	6	-18
O=C(c1cnccn1)N1CCN(C/C=C/c2ccccc2)CC1	1	3	14	5	-19	-2	13	8	3	-4	2
Clc1ccc(CCNc2ncnc3c2nnn3Cc2ccccc2)cc1	-10	-4	-3	14	-2	1	15	-7	-4	0	-4
Clc1ccc(N=NN2CCOCC2)cc1	-10	0	11	0	2	-12	-12	-53	1	0	-7
COc1cc(OC)cc(C(=O)NCCNC(=O)c2ccccc2)c1	6	-16	-5	0	2	-5	-1	3	-11	-10	-3
Cc1ccccc1NC(=O)CCS(=O)(=O)c1ccc(Br)cc1	-3	-2	-11	18	-4	-23	-11	-9	-2	-5	-7
CCCCNc1cc(C(=O)O)cc(S(N)(=O)=O)c1Oc1ccccc1	9	-20	-44	-44	-7	9	-10	16	-20	-4	4&24
O=C(NCc1cccnc1)c1cccc(C(F)(F)F)c1	-13	-11	10	6	10	-16	22	3	-20	-3	3
CCN(CC)S(=O)(=O)c1ccc(N2CCOCC2)c(NC(=O)c2c3c(nc4ccccc24)CCC3)c1	-4	-19	-8	7	2	-1	8	0	5	7	-2
Cn1c(N2CCOCC2)nc2c1c(=O)n(Cc1ccc(Cl)cc1)c(=O)n2C	0	3	11	-1	-11	8	3	-19	-4	-4	-3
CC(=O)NCC(=O)OCc1ccc([N+](=O)[O-])cc1	1	-42	-6	1	-3	-1	6	20	-38	0	1

Only part of the results is shown (hit frequency here may not be typical).
